NCI-60 one-dose screen, 48 h, at 10 µM unless noted. Numbers give growth in % (100 = growth as untreated, 0 = no growth, -100 = all killed).
T-47D: T-47D breast cancer; 79,000 tested, 5% active; AID 1794792
BT-549: BT-549 breast cancer | AID 1794793 | 78,000 tested, 4.4% active
MCF7: MCF7 breast cancer | 82,000 tested, 6.3% active | AID 1794796
MDA-MB-468: MDA-MB-468 breast cancer. 78,000 tested, 8.5% active. AID 2202374
MDA-MB-231: MDA-MB-231 breast cancer; 81,000 tested, 5% active
LOX IMVI: LOX IMVI melanoma; 79,000 tested, 7.4% active; AID 1794757
MALME-3M: MALME-3M melanoma; 78,000 tested, 5.8% active; AID 1794766
HS 578T: HS 578T breast cancer. 78,000 tested, 4.1% active
Numbers without * were called inactive; · = not tested or not shown; & = joins results of further samples. The calls were made as follows: active = growth percent below 10; inactive = the rest.

Structure	T-47D	BT-549	MCF7	MDA-MB-468	MDA-MB-231	LOX IMVI	MALME-3M	HS 578T
CC(=O)NNc1nc(C)c(C(=O)NNC(=O)C(=O)Nc2cccc(C(C)=O)c2)s1	95	113	96	96	104	97	107	106
Cc1ccc(-c2nc3ccc(Cl)cc3c(=O)n2N2C(=O)CSC2c2ccccc2Cl)cc1 (stereo unspecified)	76	100	94	107	60	89	66	57
N#Cc1ccc(Nc2ncnc3onc(-c4ccccc4)c23)cc1	92	95	68	92	100	100	105	103
COc1ccc(-c2nn3c(Cc4ccc(Cl)cc4)nnc3s2)cc1OC	93	110	90	92	70	81	125	86
C[C@H]1[C@H](C)CC[C@]2(C(=O)N3CCN(C)CC3)CC[C@]3(C)C(=CC[C@@H]4[C@@]5(C)C/C(=C/c6cccc([N+](=O)[O-])c6)C(=O)C(C)(C)[C@@H]5CC[C@]43C)[C@H]12	46	73	34	41	66	·	78	77
NC1=NC(c2ccc(Br)cc2)N=C(Nc2nn[nH]n2)N1 (stereo unspecified)	101	108	95	95	·	95	97	99
COc1ccc2c(c1)C(=O)c1c-2c(OCCN(C)C)nc2cc(OC)c(OC)cc12	101	90	29	82	72	-37*	·	86
COc1ccc(/C=C2\SC(=S)N(NC(=O)Cc3ccccc3Nc3c(Cl)cccc3Cl)C2=O)cc1	108	108	97	98	104	100	94	99
CCOC(=O)c1c(/C=C/C(=O)O)nc2ccccc2c1/C=C/c1ccccc1	36	19	30	7.2*	58	28	51	19
CN(Cc1ccccc1)Cc1ccc2ccc(=O)[nH]c2c1O	75	94	99	102	99	99	·	105
N#CC1=C(N)Oc2cc(N)ccc2C1c1cc2ccccc2n2nnnc12 (stereo unspecified)	89	80	87	81	77	87	112	107
N#Cc1sc(=S)n(-c2ccc(S(=O)(=O)Nc3ccc(Cl)nn3)cc2)c1N	100	97	95	102	91	95	94	99
Nc1ccc2c(c1)C(=O)c1cc(C(=O)O)ccc1-2	108	94	91	·	95	101	104	116
CCCCC(SC(CC)(C(C)=O)c1ccccc1)C(N)=O (stereo unspecified)	113	122	92	105	111	100	102	119
COc1ccc2c(C3(c4c[nH]c5cc(OC)ccc45)C(=O)Nc4ccc(F)cc43)c[nH]c2c1	63	81	73	80	83	88	87	85
CCOC(=O)c1c(C)[nH]c(CO)c1C	94	109	92	·	104	101	91	109
CC(=O)/C(N=Nc1ccc2oc(=O)ccc2c1)=C(\C)O	8.7*	33	26	9.4*	61	19	58	63
Cc1ccc(C(C)C)cc1C(O)CN1CCCCC1 (stereo unspecified)	117	99	93	99	103	101	83	91
CC(C)CCNCC(O)Cn1c2ccccc2c2ccccc21 (stereo unspecified)	12	84	8.8*	2.4*	42	1.9*	-12*	24
Cc1ccc[n+](CC(=O)c2ccc([N+](=O)[O-])cc2)c1	94	105	92	79	117	106	98	110
CCC(=O)Oc1ccc(C(C)(C)C)cc1C(C)c1ccccc1 (stereo unspecified)	98	97	93	100	95	97	95	96
O=C(O)CCc1ccc(NC(=O)CCl)cc1	93	104	96	109	110	91	108	106
Nc1cc2c(cc1Br)[nH]c(=O)c1ccccc12	30	65	16	·	32	25	26	73
CCCCn1c(O)c(N=Nc2nc(-c3cc4ccccc4oc3=O)cs2)c2cc(Br)ccc21	107	132	90	113	106	95	105	108
CCOC(=O)c1sc(-c2ccc(OS(=O)(=O)c3ccccc3[N+](=O)[O-])c(C=O)c2)nc1C	28	48	21	55	84	-6.9*	38	96
Cc1ccc(C)c(OCC(=O)O)c1	99	104	126	·	114	92	122	134
O=C(C(=O)c1ccc(Br)cc1)c1ccc(Br)cc1	92	96	102	91	107	103	110	107
O=C1CNC(=S)N1	108	110	95	102	110	101	103	133
CN(C)CC1CCCC(CN(C)C)C1O (stereo unspecified)	101	116	97	115	115	98	119	·
O=C(CCN1C(=O)/C(=C/c2ccc(Cl)cc2)SC1=S)Nc1ncc(Cc2ccc(Cl)cc2)s1	114	108	91	99	105	99	102	98

Quoted from the listing:
COc1ccc2c(C3(c4c[nH]c5cc(OC)ccc45)C(=O)Nc4ccc(F)cc43)c[nH]c2c1 in MDA-MB-468 = 80
CCOC(=O)c1c(/C=C/C(=O)O)nc2ccccc2c1/C=C/c1ccccc1 in T-47D = 36
CCCCn1c(O)c(N=Nc2nc(-c3cc4ccccc4oc3=O)cs2)c2cc(Br)ccc21 in MCF7 = 90

By substructure: the compounds so far with an NH in an aromatic ring.
Structure	T-47D	BT-549	MCF7	MDA-MB-468	MDA-MB-231	LOX IMVI	MALME-3M	HS 578T
NC1=NC(c2ccc(Br)cc2)N=C(Nc2nn[nH]n2)N1 (stereo unspecified)	101	108	95	95	·	95	97	99
CN(Cc1ccccc1)Cc1ccc2ccc(=O)[nH]c2c1O	75	94	99	102	99	99	·	105
COc1ccc2c(C3(c4c[nH]c5cc(OC)ccc45)C(=O)Nc4ccc(F)cc43)c[nH]c2c1	63	81	73	80	83	88	87	85
CCOC(=O)c1c(C)[nH]c(CO)c1C	94	109	92	·	104	101	91	109
Nc1cc2c(cc1Br)[nH]c(=O)c1ccccc12	30	65	16	·	32	25	26	73

More records follow:
Structure	T-47D	BT-549	MCF7	MDA-MB-468	MDA-MB-231	LOX IMVI	MALME-3M	HS 578T
ClC(Cl)C1=NC(c2ccccc2)=N[C@H]2CCC[C@@H]2N1c1ccccc1	95	107	95	106	105	90	88	111
COC(=O)CC1(CC(N)=O)SCCS1	106	101	103	124	104	71	121	136
CN(C(=O)C12CC3CC(CC(C3)C1)C2)c1ccc(OS(N)(=O)=O)cc1	84	101	100	99	96	94	107	97
CCOC(=O)CCCCc1ccc(C(=O)CCC(=O)O)cc1	92	106	89	107	110	103	100	98
COc1ccc(CCNC(=O)CSc2nnc3n(Cc4ccccc4)c(=O)c4c(C)c(C(N)=O)sc4n23)cc1	96	77	83	106	96	98	100	112
C=CCn1c(SCC(=O)Nc2ccc(C(=O)/C=C/c3cc(OC)c(OC)c(OC)c3)cc2)nnc1-c1ccc(Cl)cc1	18	10	-3.5*	2.3*	36	-22*	66	49
COc1cc2c(=O)n(CCCN(C)C)c3c4cc5c(cc4ccc3c2cc1OC)OCO5	86	48	25	58	67	36	68	67
COc1ccc(/C=C2\c3cc(OC)c(OC)c(OC)c3CC[C@@H]2O)cc1F	44	23	18	14	29	37	70	37
COc1cc(NC(C)CCCN)c2ncccc2c1Oc1ccc(Cl)cc1 (stereo unspecified)	77	86	71	59	42	40	88	70
Cc1ccc(-c2cc(Cc3c(Cl)cccc3Cl)c(=O)n(Cn3cnc4c(N)ncnc43)n2)cc1C	97	126	92	106	91	87	98	105
O=S(=O)(NCc1ccccc1)c1cccc(N=Cc2c(O)ccc3ccccc23)c1	85	97	95	93	97	95	85	93
Cc1cc(/C=C/c2ccccc2)nc2ccccc12	71	87	68	76	94	81	72	105
CC(=O)CC(c1ccccc1)c1c(C)[nH]c2ccccc12 (stereo unspecified)	100	112	96	106	103	91	100	85
Oc1ccc(/C=N/NC(=S)Nc2ccccc2)nc1	13	45	16	-38*	49	-19*	14	89
COC(CC(C)(O)C#CCC(C)(O)/C=C/C1=C(C)CCCC1(C)C)OC (stereo unspecified)	68	87	93	97	98	101	91	98
COc1ccc([N+](=O)[O-])c(C(=O)O)c1	93	102	94	96	121	99	105	98
CC(=O)C(Cc1ccccc1)C(=O)c1ccccc1 (stereo unspecified)	81	103	91	103	97	105	98	98
CC12ON=C(c3ccc(F)cc3)N1CCc1c2[nH]c2ccccc12 (stereo unspecified)	96	99	95	93	96	98	116	91
COc1ccc(C(=O)/C=C/c2ccc3c(c2)OCO3)cc1S(=O)(=O)Nc1c(N)nc(SC)[nH]c1=O	98	73	94	91	90	90	92	99
CCC/C(=N/NC(N)=O)c1ccco1	73	97	92	102	100	98	84	97
CCCCCN(CCCCC)C(=O)C(CCC(=O)O)NC(=O)c1ccc(Cl)c(Cl)c1 (stereo unspecified)	102	132	97	106	88	100	104	102
Nc1cc(-c2ccc(Cl)cc2)nn1-c1nnc(/C=C/c2ccco2)c(=O)[nH]1	63	72	46	·	74	50	73	74
COc1ccc(/C=N/NC(=O)CN2CCN(c3cc4c(cc3F)c(=O)c(C(=O)O)cn4C3CC3)CC2)cc1O	97	107	93	101	93	98	109	97
CO[C@H]1/C=C/O[C@@]2(C)Oc3c(C)c(O)c4c(O)c(c(/C=N/N5C(C)CN(Cc6ccc(C#N)cc6)CC5C)c(O)c4c3C2=O)NC(=O)/C(C)=C\C=C\[C@H](C)[C@H](O)[C@@H](C)[C@@H](O)[C@@H](C)[C@H](OC(C)=O)[C@@H]1C (stereo partly specified)	18	-0.6*	12	·	90	52	8.7*	46
Cc1ccc(C(=O)NNC(=O)CSc2nc3c(c(=O)[nH]2)CCCC3)cc1	92	100	100	94	104	101	92	99
Cc1ccc(NC(=O)NC(=O)CSc2nc3ccccc3nc2C)cc1	41	60	52	20	73	59	71	98
Clc1ccc2nc[nH]c2c1	113	106	93	·	99	95	100	132
COc1nc2c(c(=O)[nH]1)C(c1ccc(F)cc1)C=C(C(=O)O)N2 (stereo unspecified)	107	106	102	102	105	·	103	95
N#Cc1c(-c2ccccc2)nc(N2CCCCC2)[nH]c1=O	96	88	86	103	113	100	96	101
COCCn1c(-c2ccnn2C)nnc1N1CCC(F)(F)C1	94	102	98	97	100	·	98	99
CCCCC(CC)COC(=O)C[N+](C)(C)CCOC(c1ccccc1)c1ccccc1 (stereo unspecified)	·	18	34	-39*	29	1.4*	31	70
Cc1ccc2nc(Cl)c(-c3nc4ccccc4s3)cc2c1	106	102	77	69	80	92	120	94
Cc1cc(NS(=O)(=O)c2ccc(Nc3ccnc(SCC(=O)c4ccc(Cl)cc4)n3)cc2)no1	91	·	98	112	109	100	101	94
Cc1ccc(-c2ccccc2N)c2[nH]c3ccccc3c12	68	86	72	97	82	83	98	82
Oc1c(-c2nnc(-c3ccccc3Cl)o2)sc2nnc(-c3ccccc3)c(-c3ccccc3)c12	53	56	33	45	78	28	·	62
COc1ccc(-c2c3c(cc4cc5ccccc5nc24)[C@H]2CC[C@]4(C)C(=O)CC[C@H]4[C@@H]2CC3)cc1	104	95	96	101	104	98	111	100
CC(=O)c1ccc(NC(=O)CSc2nc(-c3ccccc3Cl)ns2)cc1	84	86	95	84	81	89	117	92
CN(C)c1ccc(/C=N\Nc2cc(=O)[nH]c3ccccc23)cc1	79	89	93	103	103	96	102	82
O=[N+]([O-])c1cc(F)cc(F)c1Nc1ccc(F)cc1	107	102	96	117	99	96	·	104
CCCCOC(=O)c1cccc([N+](=O)[O-])c1	110	104	115	101	121	108	117	114
Cc1cc(C)c2c(Nc3ncnc4c3sc3nc(C)cc(C)c34)n[nH]c2n1	90	101	103	92	99	96	94	105
O=C(CSc1nc2ccccc2[nH]1)Nc1ccccc1	81	105	89	104	68	95	88	93
Cc1ccc(-n2c(SCC(=O)c3ccccc3)nnc2-c2cc3c([nH]c4ccccc43)c(-c3cccc(O)c3)n2)cc1	54	80	45	67	75	64	94	68
CC([C@H]1CC=C2C3CCC4=C[C@@H](N(C)C)CC[C@]4(C)C3CC[C@@]21C)N(C)C (stereo partly specified)	29	90	35	·	-6.5*	-46*	84	61
O=C1CCC(=O)N1CC1CC2CCC1C2 (stereo unspecified)	79&100	90	96&99	91&104	99&99	96&101	88&98	102&115
Cc1cc2ncc(-c3cc4ccccc4c(N4CCN(C)CC4)n3)nc2cc1C	-54*	86	-65*	-77*	19	-84*	-69*	62
O=C(CCl)N1c2ccccc2Oc2ccc3ccccc3c21	-62*	-67*	10	-72*	-27*	-81*	-49*	-13*
N#CCC(C#N)N1CCOCC1 (stereo unspecified)	100	99	103	94	103	99	100	113
O=C(Nc1ccc(CN2CCOCC2)c(C(F)(F)F)c1)c1nc2ccc3[nH]ncc3c2c2c1CCCC2	63	136	83	97	96	90	106	96
O=C(Nc1nc(-c2ccc(Cl)cc2)cs1)c1ccccc1CN1C(=O)c2ccccc2C1=O	85	96	88	96	97	99	97	101
COc1cc(CSc2nc3ccc(C)cc3c(=O)n2-c2ccccc2)cc(OC)c1OC	28	20	20	-8.4*	38	36	42	28
COC1=CC(c2ccc[nH]2)=N/C1=C\c1[nH]c(C)c(C(=O)OC(C)C)c1C	-69*	-7.2*	-36*	-74*	-67*	-92*	-74*	-33*
Cc1ccc(/C=C(\C#N)n2nnc3c(F)cccc32)cc1	24	-13*	8.6*	38	-18*	-9.5*	35	29
COc1cc(-c2cc(-c3ccco3)c(C#N)c(N3CCOCC3)n2)cc(OC)c1OC	49	67	35	68	72	67	83	90
NC1=NC(c2ccccc2OS(=O)(=O)c2ccc(Br)cc2)n2c(nc3ccccc32)N1 (stereo unspecified)	81	·	77	104	80	·	104	101
O=NN(C(=O)NC1CCC(C(=O)O)CC1)C1CCC(C(=O)O)CC1 (stereo unspecified)	103	125	93	96	103	99	104	107
C=CC(=O)N1CCC=C(c2cc3c(N[C@H](C)c4ccccc4)ncnc3[nH]2)C1	30	90	50	9.6*	44	58	101	69

Only T-47D (two entries from above):
mol	T-47D
O=C(Nc1nc(-c2ccc(Cl)cc2)cs1)c1ccccc1CN1C(=O)c2ccccc2C1=O	85
COc1cc(CSc2nc3ccc(C)cc3c(=O)n2-c2ccccc2)cc(OC)c1OC	28

High-throughput results as filed in PubChem BioAssay.
